# Screening data deposited in PubChem by Broad Institute.
# GASC1 inh: blocks human GASC-1 (KDM4C) demethylase activity | Q9H3R0 | GST-KDM4C 2-372, H3K9me3 peptide, LANCE TR-FRET | inhibition, % at 12.5 µM | 0.15% of 96,000 active | AID 720574;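 active = mean replicate inhibition above about 25%, with at least 55% of replicates also reaching it, limit read from the data, passing the limit was not always enough; inconclusive = only one of those two conditions met; inactive = neither condition met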
# Target sequence (Q9H3R0 2-372 limits assumed): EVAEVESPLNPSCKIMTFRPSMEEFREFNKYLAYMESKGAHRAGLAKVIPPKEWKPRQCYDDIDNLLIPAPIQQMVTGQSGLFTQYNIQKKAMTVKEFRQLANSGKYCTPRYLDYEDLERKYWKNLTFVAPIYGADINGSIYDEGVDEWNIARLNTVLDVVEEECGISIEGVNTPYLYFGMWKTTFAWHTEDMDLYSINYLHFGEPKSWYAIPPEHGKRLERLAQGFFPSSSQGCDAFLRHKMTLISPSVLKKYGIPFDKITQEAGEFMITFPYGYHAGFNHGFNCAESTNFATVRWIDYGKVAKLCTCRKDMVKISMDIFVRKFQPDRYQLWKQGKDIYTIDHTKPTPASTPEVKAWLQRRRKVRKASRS
#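 Material: GST-tagged GASC-1 (JMJD2C) catalytic fragment, aa 2-372 / Quantity: enzyme final amount 10 nM / Medium: HEPES buffer, pH 7.5, plus ascorbate / Doses: one test concentration per compound / Incubation: 30 min reaction, 60 min detection, RT / Measured by: LANCE TR-FRET / Read-out: inhibition from TR-FRET ratio decrease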
# C diff HTS: blocks growth of Clostridium difficile; Clostridium difficile clinical isolate growth, OD600, 24 h; active compounds read low; growth activity, negative = inhibition, % at 16 µg/mL (by protocol); 0.25% of 86,000 active;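 active = mean growth activity at or below -80% and every replicate also at or below -80%; inconclusive = mean at or below -80% but some replicate above -80%; inactive = mean growth activity above -80%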;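 also: 0% = DMSO wells and -100% = levofloxacin 16 µg/mL wells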
# Pf Dd2 growth: P. falciparum Dd2 growth inhibition; SYBR Green, 72 h; active compounds read low; 2.3% of 94,000 active; activity change, % at 10 µM; in the data active = activity change below about -80%; inconclusive = no clear call, values can overlap the other calls
# Tcruzi prolif: inhibitors of T. cruzi proliferation; T. cruzi beta-gal in NIH3T3, GalScreen luminescence, 90 h; 5.9% of 77,000 active; AID 624255; inhibition, % at 8.34 µM;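 active = mean inhibition above about 93%, with at least 55% of replicates each passing it, limit read from the data, passing the limit was not always enough; inconclusive = only one of those two conditions holds; inactive = neither condition holds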
# Active calls of the source: *; ? = inconclusive; nt = no result given; & = joins results of further samples.
SMILES,GASC1 inh,C diff HTS,Pf Dd2 growth,Tcruzi prolif
C[C@@H]1CN([C@H](C)CO)C(=O)Cc2cc(NS(=O)(=O)c3cccs3)ccc2O[C@@H]1CN(C)C(=O)Nc1ccccc1,0.9,-7,7,36
CO[C@@H]1CN(C)C(=O)c2cc(NS(=O)(=O)c3cccc(F)c3)ccc2OC[C@H](C)NC[C@@H]1C,-0.7,nt,-4,-5
O=C(C1CC1)N1CC(=O)N2[C@H](CO)[C@@H](c3ccc(C#CCc4ccccc4)cc3)[C@H]2C1,-0.3,-24,-75,nt
C[C@@H]1CN([C@@H](C)CO)C(=O)c2cc(NC(=O)Nc3ccccc3)ccc2O[C@@H]1CN(C)C(=O)Nc1ccc(F)cc1,0.2,11,-19,nt
CC(=O)NC[C@H]1[C@H](c2ccc(-c3cccnc3)cc2)[C@H](CO)N1C(=O)C1CCC1,-2.1,-2,8,-6
COc1ccc(NC(=O)N(C)C[C@H]2OCCCC[C@H](C)Oc3ccc(NS(=O)(=O)c4ccccc4)cc3C(=O)N([C@@H](C)CO)C[C@H]2C)cc1,0.3,-2,-64,nt
CN(C)C(=O)C[C@@H]1C[C@@H]2c3cc(NC(=O)Nc4ccc(C(F)(F)F)cc4)ccc3O[C@@H]2[C@@H](CO)O1,0.2,3,-26,-24
COCC(=O)N(C)C[C@@H]1Oc2cc(-c3cccnc3)ccc2S(=O)(=O)N([C@H](C)CO)C[C@H]1C,1.2,1,8,-17
Cc1noc(C)c1S(=O)(=O)N(C)C[C@H]1OCCCC[C@H](C)Oc2ccc(NC(=O)Nc3cccc4ccccc34)cc2C(=O)N([C@H](C)CO)C[C@@H]1C,-1.5,-11,-42,116*
C[C@H]1CCCCO[C@H](CN(C)C(=O)Nc2cccc3ccccc23)[C@@H](C)CN([C@@H](C)CO)C(=O)c2cc(N(C)C)ccc2O1,-3.8,-2,-4,42
CS(=O)(=O)Nc1ccc2c(c1)[C@@H]1C[C@H](CC(=O)NCc3ccccc3F)O[C@@H](CO)[C@@H]1O2,0.4,1,4,31
C[C@H](CO)N1C[C@H](C)[C@H](CN(C)C(=O)NC2CCCC2)Oc2ncc(-c3ccc(F)cc3)cc2C1=O,-0.8,1&10,-2&-14,41&-61
COCC(=O)Nc1ccc2c(c1)C(=O)N(C)[C@H]1CC[C@H](CC(=O)Nc3ccccc3OC)O[C@@H]1CO2,nt,3,-17,112*
C[C@H]1CN([C@@H](C)CO)C(=O)Cc2cc(NS(=O)(=O)c3ccc(F)cc3)ccc2O[C@H]1CN(C)CC1CCCCC1,-1.6,9,-30,67
O=C(Nc1ccc(F)cc1)N[C@H]1C=C[C@@H](CC(=O)N2CCCCC2)O[C@@H]1CO,-1.2,2,-4,53

# Overlap with the part before: four entries, then new ones.
SMILES,GASC1 inh,C diff HTS,Pf Dd2 growth,Tcruzi prolif
C[C@H](CO)N1C[C@H](C)[C@H](CN(C)C(=O)NC2CCCC2)Oc2ncc(-c3ccc(F)cc3)cc2C1=O,-0.8,1&10,-2&-14,41&-61
COCC(=O)Nc1ccc2c(c1)C(=O)N(C)[C@H]1CC[C@H](CC(=O)Nc3ccccc3OC)O[C@@H]1CO2,nt,3,-17,112*
C[C@H]1CN([C@@H](C)CO)C(=O)Cc2cc(NS(=O)(=O)c3ccc(F)cc3)ccc2O[C@H]1CN(C)CC1CCCCC1,-1.6,9,-30,67
O=C(Nc1ccc(F)cc1)N[C@H]1C=C[C@@H](CC(=O)N2CCCCC2)O[C@@H]1CO,-1.2,2,-4,53
CC(C)C#Cc1ccc2c(c1)O[C@H](CN(C)C(=O)CN(C)C)[C@H](C)CN([C@H](C)CO)S2(=O)=O,2.0,-4,17,15
O=C(CCN1CCCCC1)NCC[C@@H]1CC[C@H](NC(=O)C2CCC2)[C@@H](CO)O1,8.5,1,-51,nt
O=C(Cc1ccccc1)N1CC(=O)N2[C@H](C1)[C@@H](c1ccc(C#Cc3ccccc3)cc1)[C@@H]2CO,-1.5,-13,-70,nt
COc1ccc(CN(C)C[C@H]2Oc3ccc(NC(=O)CCC(F)(F)F)cc3CC(=O)N([C@@H](C)CO)C[C@@H]2C)cc1,-0.9,-6,-32,44
COCC#Cc1ccc2c(c1)O[C@H](CN(C)C(=O)Nc1ccccc1F)[C@@H](C)CN([C@@H](C)CO)S2(=O)=O,0.5,-1,-75,60
COc1ccc(CN(C)C[C@@H]2Oc3ccc(NC(=O)NC(C)C)cc3CC(=O)N([C@@H](C)CO)C[C@H]2C)cc1,0.4,1&-2,-8,nt
CCC(=O)N(C)C[C@H]1Oc2cc(-c3cccc(F)c3)ccc2S(=O)(=O)N([C@H](C)CO)C[C@@H]1C,-1.0,-5,2,87
O=C(C1CCCC1)N1CCCCN2[C@H](CO)[C@@H](c3ccc(-c4cccc(F)c4)cc3)[C@H]2C1,nt,7,3,111*
O=C(NC1CCCC1)N1CCCCN2[C@H](C1)[C@H](c1ccc(-c3cncnc3)cc1)[C@@H]2CO,-0.4,0,9,?
C[C@@H]1CN([C@H](C)CO)C(=O)c2cccc(NC(=O)C3CCCCC3)c2O[C@H]1CN(C)S(=O)(=O)c1cn(C)cn1,-4.1,nt,6,13
CN(C)C(=O)c1cccc(-c2ccc([C@H]3[C@@H](CO)N4CCCCN(CC5CCOCC5)C[C@@H]34)cc2)c1,-0.5,-1,-22,65
CO[C@H]1CN(C)C(=O)c2cc(NS(C)(=O)=O)ccc2OC[C@H](C)N(C(=O)NC(C)C)C[C@H]1C,-1.3,0,9,28
O=C(Cc1ccccn1)N[C@@H]1CC[C@H](CCn2cc(-c3ccc(F)cc3)nn2)O[C@@H]1CO,0.1,-1,1,nt
CC(C)NC(=O)Nc1ccc2c(c1)C(=O)N([C@@H](C)CO)C[C@H](C)[C@H](CN(C)S(=O)(=O)c1cccs1)O2,1.1,-5,23,-152
COc1ccc(S(=O)(=O)Nc2ccc3c(c2)C(=O)N([C@H](C)CO)C[C@H](C)[C@H](CN(C)C(=O)Cc2ccccc2)OCCCC[C@H](C)O3)cc1,-0.7,5,-45,63

# Single records, as listed above. Order of screens: GASC1 inh, C diff HTS, Pf Dd2 growth, Tcruzi prolif
# O=C(CCN1CCCCC1)NCC[C@@H]1CC[C@H](NC(=O)C2CCC2)[C@@H](CO)O1 is entered as 8.5, 1, -51, nt
# COc1ccc(CN(C)C[C@H]2Oc3ccc(NC(=O)CCC(F)(F)F)cc3CC(=O)N([C@@H](C)CO)C[C@@H]2C)cc1 is entered as -0.9, -6, -32, 44
# COCC#Cc1ccc2c(c1)O[C@H](CN(C)C(=O)Nc1ccccc1F)[C@@H](C)CN([C@@H](C)CO)S2(=O)=O is entered as 0.5, -1, -75, 60

# New compounds follow
SMILES,GASC1 inh,C diff HTS,Pf Dd2 growth,Tcruzi prolif
COc1ccc(CN(C)C[C@@H]2Oc3ccc(NC(=O)Nc4ccc(C(F)(F)F)cc4)cc3C(=O)N([C@@H](C)CO)C[C@H]2C)cc1,-0.5,-3,5,27
CCCNC(=O)N1C[C@H]2[C@@H](c3ccccc31)[C@@H](CO)N2CC1CCCCC1,0.9,6,-10,12
C[C@@H]1CN([C@H](C)CO)S(=O)(=O)c2ccc(C#Cc3ccc(F)cc3)cc2O[C@@H]1CN(C)S(=O)(=O)c1ccc(F)cc1,0.9,8,-63,?
O=C(c1ccccc1)N1CC(=O)N2[C@@H](CO)[C@@H](c3ccc(C#CCC4CCCC4)cc3)[C@@H]2C1,-1.5,4,-64,nt
C[C@H](CO)N1C[C@H](C)[C@H](CN(C)C(=O)CN(C)C)Oc2cc(Br)ccc2S1(=O)=O,0.0,-4,22,-79
COC(=O)C[C@@H]1C[C@@H]2c3cc(NC(=O)c4ccc5c(c4)OCO5)ccc3O[C@@H]2[C@@H](CO)O1,0.7,-10,-1,32
O=C(CC(F)(F)F)N1C[C@@H]2[C@H](c3ccccc31)[C@H](CO)N2C(=O)C1CCCCC1,-1.5,-4,9,28
C[C@@H]1CCCCO[C@@H](CN(C)Cc2ccccc2)[C@@H](C)CN([C@@H](C)CO)C(=O)c2cc(NS(=O)(=O)c3cn(C)cn3)ccc2O1,-3.0,4,2,nt
CCC(=O)N(C)C[C@@H]1Oc2cc(-c3ccc(OC)cc3)ccc2S(=O)(=O)N([C@H](C)CO)C[C@H]1C,1.3,1,-39,nt
COCC(=O)N[C@@H]1C=C[C@@H](CC(=O)N2CCCCC2)O[C@@H]1CO,-0.2,nt,12,17
COc1ccc(S(=O)(=O)Nc2ccc3c(c2)C(=O)N([C@@H](C)CO)C[C@H](C)[C@H](CN(C)S(=O)(=O)c2ccc(OC)cc2)OCCCC[C@H](C)O3)cc1,0.2,-3,-65,101*
CCCC(=O)N1CC2(CCN(C(=O)C3CCC3)CC2)c2c(n(C)c3cc(OC)ccc23)[C@@H]1CO,1.3,-2,-58,nt
CCC(=O)N1C[C@@H](C)[C@H](OC)CN(C)C(=O)c2ccc(NC(=O)C3CCCCC3)cc2OC[C@H]1C,1.6,1,nt,20
CC(C)NC(=O)Nc1ccc2c(c1)C(=O)N([C@@H](C)CO)C[C@H](C)[C@H](CN(C)S(=O)(=O)c1ccccc1)O2,0.9,1,16,6
O=C(C[C@H]1C[C@@H]2c3cc(NS(=O)(=O)c4ccc(F)cc4)ccc3O[C@@H]2[C@@H](CO)O1)NCc1ccc(-c2ccccc2)cc1,-1.8,12,-58,88
N#Cc1cccc(-c2ccc3c(c2)[C@H]2[C@H](CCN2Cc2ccncc2)[C@@H](CO)N3)c1,6.0,-5,-89*,nt
C[C@H]1CN([C@@H](C)CO)C(=O)Cc2cc(NC(=O)C3CCCCC3)ccc2O[C@@H]1CN(C)C(=O)Nc1ccc(C(F)(F)F)cc1,0.9,6,16,-10
C[C@H]1CN([C@@H](C)CO)S(=O)(=O)c2ccc(C#Cc3ccccn3)cc2O[C@@H]1CN(C)C(=O)C1CC1,nt,-3,-21,44
C[C@@H]1CCCCO[C@H](CN(C)S(=O)(=O)c2cccs2)[C@H](C)CN([C@@H](C)CO)C(=O)c2cc(NS(=O)(=O)c3ccc(F)cc3)ccc2O1,11,-11,nt,83
COc1ccc(S(=O)(=O)N(C)C[C@H]2OCCCC[C@H](C)Oc3ccc(NS(=O)(=O)c4c(C)noc4C)cc3C(=O)N([C@H](C)CO)C[C@H]2C)cc1,0.5,-3,-65,21
Cc1cc(C(=O)Nc2cccc3c2O[C@H](CN(C)Cc2ccccc2)[C@H](C)CN([C@@H](C)CO)C3=O)n(C)n1,0.3,0,-20,3
Cc1ccc(S(=O)(=O)Nc2ccc3c(c2)CC(=O)N([C@H](C)CO)C[C@@H](C)[C@H](CN(C)Cc2ccc(C(=O)Nc4ccccc4N)cc2)O3)cc1,-0.5,-3,-64,63
COc1ccc(C(=O)Nc2ccc3c(c2)OC[C@@H](C)N(C(C)=O)C[C@H](C)[C@H](OC)CN(C)C3=O)cc1,0.8,0,-26,18
COc1ccc2c3c(n(C)c2c1)[C@@H](CO)N(C(=O)C1CCOCC1)CC31CN(Cc2cccc(F)c2)C1,0.3,-3,-76,nt
CCCC#Cc1ccc2c(c1)O[C@H](CN(C)C(=O)c1cnccn1)[C@H](C)CN([C@H](C)CO)S2(=O)=O,3.6,0,-9,-18
CCC(=O)N1[C@@H]2c3ccc(C4=CCCC4)c(=O)n3C[C@@H]2[C@@H](CO)[C@@H]1C(=O)NC1CCCC1,0.4,0,nt,60
Cc1noc(C)c1NC(=O)N(C)C[C@@H]1Oc2ccc(NS(=O)(=O)c3c(C)noc3C)cc2C(=O)N([C@H](C)CO)C[C@@H]1C,2.8,nt,13,4
CC(C)NC(=O)N1CC2(C1)[C@H](c1ccccc1)[C@@H](CO)N2C(=O)C1CCCCC1,0.0,5,17,nt
O=C(C[C@H]1CC[C@H]2[C@@H](COC[C@H](O)CN2S(=O)(=O)c2ccc(Cl)cc2)O1)NCCN1CCCCC1,-1.6,0,-3,nt
O=C(C[C@@H]1CC[C@H]2[C@@H](COC[C@@H](O)CN2CC2CCOCC2)O1)NCc1ccc(Cl)cc1,1.6,0&-5,11,-68
CCCNC(=O)Nc1ccc2c(c1)OC[C@@H](C)N(CC1CCCC1)C[C@H](C)[C@H](OC)CN(C)C2=O,0.2,-1,-37,nt
CNC[C@@H]1Oc2cc(-c3cccc(F)c3)ccc2S(=O)(=O)N([C@@H](C)CO)C[C@H]1C,-0.9,0,-21,33
C[C@H]1CN([C@@H](C)CO)S(=O)(=O)c2ccc(C#CCN(C)C)cc2O[C@H]1CN(C)C(=O)C1CC1,2.6,-2,-4,89
CC=Cc1ccc2n(c1=O)C[C@H]1[C@H](CO)[C@@H](C(=O)NCC3CC3)N(Cc3cccnc3)[C@@H]21 (mixture of isomers),4.9,2,12,86
COc1ccc(NC(=O)N(C)C[C@@H]2Oc3ccc(NS(=O)(=O)c4cn(C)cn4)cc3C(=O)N([C@H](C)CO)C[C@H]2C)cc1,2.9,2,33,-24
C[C@H]1CN([C@@H](C)CO)C(=O)Cc2cc(NS(=O)(=O)c3ccccc3)ccc2O[C@H]1CN(C)C(=O)Nc1ccc2c(c1)OCO2,-1.4,nt,25,5
O=C(Nc1nccs1)[C@@H]1[C@@H](CO)[C@@H]2Cn3c(cccc3=O)[C@H]1N2C(=O)C1CCC1,-0.6,-1,-8,38
